Mito fusion yeast: blocks mitochondrial division or promotes mitochondrial fusion; S. cerevisiae fusion-defective mutant growth rescue, CellTiterGlo 48 h; Potency, µM (doses to about 46.1 µM), for inactives: at the highest dose growth rescue (activation), actives largely listed as activators; 320,000 compounds, 0.23% hits;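 note: potency is the fitted concentration of half-maximal effect; % of control where 0% means no effect; nearly all actives have a fitted effect of over 45% in size; temperature-sensitive fusion mutants such as fzo1-1 at 37 °C on non-fermentable ethanol glycerol medium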
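Read-out: ATP-based luminescence (CellTiterGlo, 10 min ambient) reporting growth of fusion-defective ts yeast after 48 hours at 37C on glycerol/ethanol YPEG medium in the presence of compound.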
A-T KAP1 phos: potential ataxia-telangiectasia treatment; […] A-T fibroblasts, KAP-1 phosphorylation AlphaLISA; neocarzinostatin DNA damage 30 min before lysis; Potency, µM (series often up to 57.5 µM), for inactives: at the top dose activation, hits mostly activators; 320,000 compounds, 0.19% hits; note: potency is the fitted concentration of half-maximal effect; % of control where 0% means no effect; nearly all actives have a fitted effect of over 45% in size
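hTERT-immortalized A-T patient fibroblasts ([…]), 500 cells/well in OPTI-MEM, 1% FBS, got compounds for 60 min, then NCS for 30 min at 37C. Lysates were then assayed for phospho-KAP-1 by AlphaLISA (anti-pKAP1 donor, anti-KAP1 acceptor beads), 6 hr at 25C.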
MBNL1-CUG inh: inhibitors of human MBNL1 binding to CUG repeat RNA; TR-FRET MBNL1-His/biotin-(CUG)12 binding, 665/545 ratio; Potency, µM (doses to about 57.5 µM), for inactives: at the highest dose activity change, negative = inhibition, usual class: inhibitors; 280,000 compounds, 0.036% hits; active = well fitted inhibition curve with a large enough effect in the signal ratio, with a control signal flat, not every such curve was filed as active; inconclusive = small, poorly fitted or top-dose-only effect, or effect the other way, or a change in a side signal; inactive = no such curve, though single readings can be large or run the other way; the % refers to the signal ratio; note: potency is the fitted concentration of half-maximal effect; % is set by controls: 0 for no effect and ±100 for the full control effect
Target sequence (Q9NR56 whole entry, looked up): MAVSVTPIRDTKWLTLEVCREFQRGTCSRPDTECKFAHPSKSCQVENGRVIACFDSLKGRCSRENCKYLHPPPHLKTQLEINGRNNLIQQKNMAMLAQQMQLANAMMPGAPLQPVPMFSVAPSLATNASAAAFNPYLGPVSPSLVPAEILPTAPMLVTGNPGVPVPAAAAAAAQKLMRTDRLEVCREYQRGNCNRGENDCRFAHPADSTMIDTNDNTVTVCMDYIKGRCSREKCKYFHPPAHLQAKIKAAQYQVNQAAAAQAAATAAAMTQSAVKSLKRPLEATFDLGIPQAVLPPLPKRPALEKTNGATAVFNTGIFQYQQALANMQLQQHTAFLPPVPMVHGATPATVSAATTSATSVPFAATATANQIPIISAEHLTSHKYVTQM
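TR-FRET between His-tagged MBNL1 and biotin-(CUG)12 RNA, detected with Tb anti-His antibody (0.055 ng/ul) and streptavidin-XL665 (5 nM), 60 min at room temperature. Compounds titrated 92 nM to 58 uM; 665/545 nm ratio normalized to buffer and complex controls.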
TSG101-PTAP inh: blocks PTAP/TSG101 interaction to inhibit HIV-1 budding; Q99816; Fluorescence polarization, FITC-PTAP peptide / Tsg101 binding; Potency, µM (titrated, usually from 115 µM), without a hit: at the top dose activity change, negative = inhibition, most hits filed as inhibitors; 340,000 tested, under 10 active; active = well fitted inhibition curve with a large enough effect in the main read-out, with a control signal flat, not every such curve was filed as active; inconclusive = small, poorly fitted or top-dose-only effect, or effect the other way, or a change in a side signal; inactive = no such curve, though single readings can be large or run the other way; note: potency is the fitted concentration of half-maximal effect; % of control where 0% means no effect
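FP read-out: FITC-PTAP peptide, 50 nM final, binding Tsg101 binding domain, 10 uM final; 20 min, r.t.; 10 mM HEPES pH 7.5, 0.15 M NaCl, 0.01% Tween 20, 3 mM EDTA, 0.1 mM TCEP.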
Menin-MLL TR inh: displaces Texas Red mutant MLL peptide from human menin. 270,000 compounds, 0.23% hits. Potency, µM (doses to about 61.6 µM), inactives show top-dose FP activity change, negative = inhibition, actives largely listed as inhibitors. Menin + Texas Red MLL mutant peptide, fluorescence polarization; active = well fitted inhibition curve with a large enough effect in the polarisation, with a control signal flat, not every such curve was filed as active; inconclusive = small, poorly fitted or top-dose-only effect, or effect the other way, or a change in a side signal; inactive = no such curve, though single readings can be large or run the other way; the % refers to the polarisation; note: potency is the fitted concentration of half-maximal effect; % of control where 0% means no effect; many of its hits are not listed in these tables
Target sequence (O00255 whole entry, looked up): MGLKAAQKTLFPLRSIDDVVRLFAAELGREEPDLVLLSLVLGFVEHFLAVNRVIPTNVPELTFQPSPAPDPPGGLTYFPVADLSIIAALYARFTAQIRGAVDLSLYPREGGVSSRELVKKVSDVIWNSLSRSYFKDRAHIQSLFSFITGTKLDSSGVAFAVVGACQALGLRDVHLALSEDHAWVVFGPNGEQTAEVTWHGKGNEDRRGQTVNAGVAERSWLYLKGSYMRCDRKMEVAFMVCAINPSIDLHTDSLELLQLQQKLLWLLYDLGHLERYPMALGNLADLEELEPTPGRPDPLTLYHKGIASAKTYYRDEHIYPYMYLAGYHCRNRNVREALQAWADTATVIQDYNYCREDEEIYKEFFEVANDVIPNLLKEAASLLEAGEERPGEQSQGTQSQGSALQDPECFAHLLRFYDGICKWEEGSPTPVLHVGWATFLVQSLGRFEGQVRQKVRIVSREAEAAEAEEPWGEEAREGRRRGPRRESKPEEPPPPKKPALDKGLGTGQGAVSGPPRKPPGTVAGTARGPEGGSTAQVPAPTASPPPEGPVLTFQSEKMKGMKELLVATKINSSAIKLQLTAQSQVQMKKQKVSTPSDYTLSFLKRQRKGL
TSHR antag: human thyrotropin receptor antagonism | P16473 | TSHR-expressing cells, TSH-stimulated cAMP HTRF, 2 h; hits give low values | activity change, negative = inhibition, % at 11.5 µM | 330,000 compounds, 0.2% hits | AID 504810;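 active = activity change below a set negative limit, meaning inhibition stronger than a set level, cut at about -70% in these data; inconclusive = activity change between two set negative limits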; note: % is set by controls: 0 for no effect and ±100 for the full control effect
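Freshly harvested TSHR cells receive pin-tooled compound, then EC80 TSH at 4nM final. After 2 hours at 37 deg C, antibody in lysis buffer and cAMP-d2 are added; 30 minutes at ambient temperature precede the HTRF read.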
TCR act: T cell receptor activation; primary human leukocytes, anti-CD3, IL-2 HTRF, 48 h; Potency, µM (doses to about 9.22 µM), inactives show at the highest dose activation of IL-2 secretion, actives largely listed as activators; 330,000 tested, under 10 active; AID 504894; note: % of control where 0% means no effect
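Readout: HTRF IL-2, Eu-cryptate/d2 antibody pair, 320nm excitation, 665nm emission. Stimulus: a-CD3 beads, no co-stimulation. Cells: primary human leukocytes. Exposure: 48 hr with compound.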
ASM inhibitor: blocks human secretory acid sphingomyelinase; 340,000 compounds, 0.006% hits; P17405; placental ASM, HMU-PC fluorogenic substrate, 60 min; Potency, µM (highest dose often 57.5 µM), for the others: top-dose activity change, negative = inhibition, usual class: inhibitors; note: potency is the fitted concentration of half-maximal effect
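Human placenta-derived ASM preincubated with compound 10 min at room temperature, then reacted with 9 uM (final) fluorogenic HMU-PC substrate for 60 min at 37 C. Stop solution raises pH to 10; fluorescence read at Ex 386/Em 447 nm.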
a7 integrin act: activates integrin-mediated alleviation for muscular dystrophy | 350,000 compounds, 0.064% hits | AID 624291 | alpha7betagal myoblasts, beta-gal FDG fluorescence, 48 h | Potency, µM (series often up to 38.3 µM), for the others: top-dose activation, hits mostly activators;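 note: potency is the fitted concentration of half-maximal effect; 100% = response of the positive control SU9516; nearly all actives have a fitted effect of over 60% in size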
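alpha7betagal+/- myoblasts (passage 13, 250/well) treated 48 h at 37C with compounds at 1:260 dilution of DMSO stock. Lysed, then beta-galactosidase activity read as FDG fluorescence (ex 480/em 540) after 30 min, with pre-read for autofluorescence.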
MLL CXXC-DNA inh: blocks binding of human MLL CXXC domain to DNA | MLL-CXXC / FITC-HOXA9 DNA fluorescence polarization | Potency, µM (highest dose often 115 µM), inactives show at the highest dose activity change, negative = inhibition, actives largely listed as inhibitors | 290,000 compounds, 0.037% hits; active = well fitted inhibition curve with a large enough effect in the polarisation, with a control signal flat, not every such curve was filed as active; inconclusive = small, poorly fitted or top-dose-only effect, or effect the other way, or a change in a side signal; inactive = no such curve, though single readings can be large or run the other way; the % refers to the polarisation; note: potency is the fitted concentration of half-maximal effect
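Steps: dispense CXXC domain solution (7 uM) → pin compounds or unlabeled HOX-A9 DNA control → 5 min ambient → add FLSN-HOX-A9 solution (50 nM) → spin → 30 min ambient → fluorescence polarization. Tris pH 7.5/NaCl/DTT/BSA buffer.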
Active calls of the source: *; ? = inconclusive; nt = no result given; [ ] = dose if it differs, or a comment. Unless noted, calls come from the whole dose curve; as a rule, active = well fitted curve in the direction sought with a large enough effect; inconclusive = small, poorly fitted or top-dose-only effect, or another doubt; inactive = no such curve, though single readings can be large; an effect the other way counts as inactive or inconclusive. These rows are one share of the data (hit frequency here may not be typical).

Sequence of screens – TSHR antag	TCR act	ASM inhibitor	a7 integrin act	TSG101-PTAP inh	MLL CXXC-DNA inh	A-T KAP1 phos	Menin-MLL TR inh	MBNL1-CUG inh	Mito fusion yeast
Oc1ccccc1Nc1nc(-c2ccccc2O)nc2ccccc12
    2	0%	-4%	?	-1%	8%	-7%	?	-9%	3%
CC(C)(C)C1CCc2c(sc(N)c2C(N)=O)C1 (stereo not drawn)
    -5	6%	54%[activator]	7%	1%	-4%	-4%	-9%	24%	14%
Cc1ccc(S(=O)(=O)/C(=C\N(C)C)c2cnc(Cl)s2)cc1
    -2	1%	0%	-5%	-1%	-2%	7%	-3%	-24%	0%
CCc1ccc(C2=NN(CCC(=O)NC3CC3)C(=O)CC2)cc1
    -3	1%[46.1 µM]	nt	nt	nt	17%	9%	-5%	-8%	0%
Cc1cnc2ncc3sccc3c2c1
    -3	0%[46.1 µM]	6%	17%	-3%	-6%	20%	1%	-17%	13%
COCCNC(=O)Cn1ncc2ccsc2c1=O
    -1	0%	4%	9%	-2%	5%	7%	2%	-5%	-1%
Cc1ccc(C(=O)Oc2ccc(/C=N/NC(N)=O)cc2)cc1
    2	-4%	-6%	-1%	-1%	36%[activator]	0%	-3%	-4%	1%
Cc1nn2c(-c3ccccn3)ccnc2c1Br
    1	4%	-2%	16%	-8%	3%	0%	4%	?	-4%
O=C(NCC1CCCO1)c1ccccc1OCc1ccc(F)cc1 (stereo not drawn)
    -12	-1%	-2%	1%	-2%	nt	-1%	nt	nt	7%
CCOC(=O)N(NC(=O)C(O)(c1ccccc1)c1ccccc1)c1ccccc1
    3	1%[46.1 µM]	6%	24%	-5%	-3%	1%	?	-6%	2%

(further entries)
Sequence of screens – TSHR antag	TCR act	ASM inhibitor	a7 integrin act	TSG101-PTAP inh	MLL CXXC-DNA inh	A-T KAP1 phos	Menin-MLL TR inh	MBNL1-CUG inh	Mito fusion yeast
COc1ccccc1-c1nc(C(F)(F)F)c(OC)o1
    8	-1%	4%	-15%	-4%	-2%	-4%	7%	-3%	5%
CCOc1ccc(C(=O)Nc2c(C(N)=O)oc3ccccc23)cc1
    4	-6%[46.1 µM]	0%	10%	-3%	16%	0%	0%	28%	?
CCO[C@@H]1OC(C(N)=O)=C[C@H](c2coc3ccccc3c2=O)[C@H]1CCCO
    -7	-4%	8%	4%	1%	6%	5%	nt	0%	-13%
COc1cc(OC)cc(C(=O)NC(=S)NNC(=O)c2cnccn2)c1
    -11	-1%[46.1 µM]	-2%	-15%	-1%	2%	-4%	5%	-4%	25%
CC(=O)Nc1ccc(NC(=O)C2CC(=O)N(Cc3ccccc3)C2)cc1 (stereo not drawn)
    4	9%	-1%	-13%	-3%	3%	-1%	-3%	2%	13%
Cn1cccc1C(=O)NC1CCCCCC1
    -22	-5%	4%	-34%	-4%	nt	-4%	nt	nt	5%
CCN(CC)c1ccc(C(=O)OCC(=O)NCC2CCCO2)cc1 (stereo not drawn)
    -7	1%	-1%	6%	-3%	3%	1%	2%	1%	-2%
O=S(=O)(c1ccccc1)c1nc(-c2ccco2)oc1NCCN1CCOCC1
    16	-4%	5%	-7%	-10%	21%	nt	-16%	0%	2%
CCCCC(=O)Nc1ccc(C(=O)NNC(=O)c2cccs2)cc1
    -6	-1%[46.1 µM]	6%	?	1%	1%	0%	-6%	?	0%
Cc1cccc(CSC2=NCCN2C(=O)c2ccc(Br)o2)c1
    2	-1%	-3%	-18%	-5%	-12%	1%	7%	25%	0%

Next part.
Sequence of screens – TSHR antag	TCR act	ASM inhibitor	a7 integrin act	TSG101-PTAP inh	MLL CXXC-DNA inh	A-T KAP1 phos	Menin-MLL TR inh	MBNL1-CUG inh	Mito fusion yeast
CC1CCCCN1C(=S)Nc1ccc2nc3n(c(=O)c2c1)CCCCC3 (stereo not drawn)
    9	0%[46.1 µM]	14%	-35%	3%	9%	3%	2%	nt	-3%
CC(=O)c1ccc(OCc2cc(C(=O)NCCN3CCCC(O)C3)no2)cc1 (stereo not drawn)
    -6	-10%	2%	12%	-7%	-1%	15%	nt	-9%	-1%
CCc1nccn1S(=O)(=O)c1ccc(C)c(C)c1
    -2	-2%	1%	10%	-7%	3%	-3%	9%	-2%	-1%
O=C(COC(=O)C1CCCN1C(=O)C12CC3CC(CC(C3)C1)C2)c1ccc(Br)cc1 (stereo not drawn)
    0	-3%[46.1 µM]	2%	3%	-2%	8%	3%	-11%	1%	19%
CCOc1cc(/C=C(/C#N)c2ccc(F)cc2)ccc1OCc1ccc(C(=O)O)o1
    -4	4%	37%	-17%	-6%	-3%	6%	?	?	0%
CC(C)C(OC(=O)c1nsc(Cl)c1Cl)C(=O)NCc1ccccc1 (stereo not drawn)
    21	2%	-2%	23%	-1%	8%	0%	1%	-4%	7%
O=C(CSc1nnc(-c2ccc(Cl)cc2)n1Cc1ccco1)NCc1ccc2c(c1)OCO2
    nt	-1%	-1%	-15%	0%	-3%	nt	2%	7%	3%
CN(CCO)c1nc(N)c(C#N)c(CC#N)c1C#N
    4	-3%	11%	42%	-6%	25%	-2%	nt	1%	1%
CCOc1ccc2nc(NC(=O)CC3Oc4ccccc4NC3=O)sc2c1 (stereo not drawn)
    -10	2%	-3%	18%	1%	18%	0%	nt	-10%	1%
C=CCSC1=C(C#N)C2(CCCCC2)C(C#N)C(=O)N1 (stereo not drawn)
    6	6%	1%	6%	-5%	3%	-2%	7%	2%	6%

(next part)
Sequence of screens – TSHR antag	TCR act	ASM inhibitor	a7 integrin act	TSG101-PTAP inh	MLL CXXC-DNA inh	A-T KAP1 phos	Menin-MLL TR inh	MBNL1-CUG inh	Mito fusion yeast
COc1ccc(C(=S)Nc2ccccc2)cc1
    -5	-4%	2%	0%	-7%	5%	-6%	3%	2%	-3%
COc1cc(C(=O)NCc2nnc(SCC(=O)N3CCC(C)CC3)o2)cc(OC)c1OC
    4	13%	2%	-9%	-5%	-3%	3%	nt	-5%	0%
CC1CCCCC1NC(=O)Cn1c(=O)oc2cc(S(=O)(=O)N3CCCC3)ccc21 (stereo not drawn)
    4	1%	1%	3%	-2%	29%	-5%	?	-4%	-4%
COc1cccc(NC(=O)C(C)Oc2ccccc2)c1 (stereo not drawn)
    2	-2%	4%	4%	-7%	4%	5%	14%	-7%	5%
Cc1ccc(-n2c(-c3cn(C)nc3C)n[nH]c2=S)cc1
    -3	nt	nt	nt	nt	0%	5%	0%	-7%	4%
CCn1c(CNc2ccc(C)cc2)nnc1SCC(=O)NCc1ccccc1
    -4	5%	1%	10%	1%	4%	-3%	-20%	7%	-13%
COc1ccc(NS(=O)(=O)c2ccc(N3CCN(CCO)CC3)c([N+](=O)[O-])c2)cc1
    2	-11%	0%	-31%	0%	13%	5%	nt	?	1%
CN1CCN(Cc2nc3c(c(=O)n(C)c(=O)n3C)n2Cc2cccc3ccccc23)CC1
    4	-5%	-1%	-23%	-8%	-3%	-6%	5%	-4%	-16%
C=CCC(NCc1ccccc1)c1ccc(OC)cc1 (stereo not drawn)
    18	4%	-5%	8%	-3%	-4%	-3%	-22%	-3%	-1%
CCOC(=O)Cc1csc(NS(=O)(=O)Cc2ccccc2)n1
    1	0%	0%	-8%	-5%	-3%	0%	-1%	1%	-3%

Next part
Sequence of screens – TSHR antag	TCR act	ASM inhibitor	a7 integrin act	TSG101-PTAP inh	MLL CXXC-DNA inh	A-T KAP1 phos	Menin-MLL TR inh	MBNL1-CUG inh	Mito fusion yeast
CCOC1CCCCC1NS(=O)(=O)c1ccc(Cl)cc1 (stereo not drawn)
    4	-2%	5%	-33%	-1%	-11%	-1%	-6%	-4%	-1%
NC(=O)NC(CC(=O)NNC(=O)c1ccccn1)c1ccccc1Cl (stereo not drawn)
    9	-5%	3%	1%	-5%	nt	-2%	nt	nt	-4%
Nc1cccc(-c2cn3cc(C(F)(F)F)cc(Cl)c3n2)c1
    -5	7%	-5%	18%	-5%	11%	7%	17%	-7%	6%
CCCc1cc(C(=O)Nc2ccccc2SC)no1
    -17	5%	-1%	0%	1%	7%	40µM*	-10%	?	21%
O=C(O)C[C@H]1c2cc(C(F)(F)F)ccc2S(=O)(=O)N1C1CCCCC1
    nt	-5%	0%	14%	-2%	nt	nt	nt	nt	nt
CC1CCc2nc(NC(=O)C3COc4ccccc4O3)sc2C1 (stereo not drawn)
    -13	-5%	7%	10%	-3%	4%	-2%	6%	-5%	?

Compound activity (PubChem BioAssay)
